Arr AP2 block – inhibitors of human beta-arrestin and AP2 interaction. FITC-arrestin peptide / GST-AP2 beads, flow cytometry; AP2 beta2 appendage carries R879A mutation. inhibition, % at 10 µM. 0.31% of 340,000 active. AID 504490;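 active = inhibition above a set limit, near 3 SD of compounds lacking own fluorescence, cut at about 54% in these data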;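 note: plate controls were DMSO wells for no effect and 5 µM unlabelled arrestin peptide for full effect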
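System: GST-AP2 R879A glutathione beads. Medium: PBS with 0.05% Tween 20 and 0.1% BSA. Also added: FITC-arrestin peptide, 50 nM. Incubation: 12 min plus 1 h, RT. Measured by: high-throughput flow cytometry of beads, ex 488, em 535 nm. Evaluation: percent drop in bead-associated FITC signal.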
Cardiac RTF inh – cardiac RTF calcium desensitization. AID 493244. inhibition, % at 7.15 µM. 0.12% of 340,000 active. IANBD-labeled cardiac RTF, Ca2+ fluorescence. P19429+P45379;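 active = inhibition above the mean inhibition of all tested compounds plus 3 SD, cut at about 17% in these data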;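 note: assay run at fixed EC70 calcium of 1.6 mM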
DAGLB inh – diacylglycerol lipase beta (human) inhibition; Q8NCG7; HEK293T DAGLB membrane lysate, EnzChek fluorogenic substrate; inhibition, % at 5.17 µM; 0.059% of 340,000 active; AID 504411; in the data active = inhibition above about 34%;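 note: 0% = enzyme with vehicle and 100% = wells lacking enzyme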
V-ATPase pHluor – regulators of yeast V-ATPase proton transport; S. cerevisiae, pHLuorin cytosolic pH fluorescence; response, % at 10 µM; 0.37% of 350,000 active; in the data active = response mostly above about 7.3%, no sharp cut-off; inactive = mostly below about 5.4%; note: actives read high; inactives centre near 0; some compounds called inactive have numbers as strong as hits
Keap1 Nrf2 FP – Keap1-Nrf2 (human) interaction inhibition. inhibition, % at 9.4 µM. Keap1 Kelch-Nrf2 peptide fluorescence polarization, 1536-well. 0.15% of 340,000 active; in the data active = inhibition above about 12%;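 note: human Keap1 Kelch domain with fluorescein labeled Nrf2 9mer peptide probe; 0% = neutral control wells and 100% = peptide positive control; higher means more block of Keap1 binding to Nrf2 peptide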
Target sequence (Q14145 whole entry, looked up, the tested form may be a part): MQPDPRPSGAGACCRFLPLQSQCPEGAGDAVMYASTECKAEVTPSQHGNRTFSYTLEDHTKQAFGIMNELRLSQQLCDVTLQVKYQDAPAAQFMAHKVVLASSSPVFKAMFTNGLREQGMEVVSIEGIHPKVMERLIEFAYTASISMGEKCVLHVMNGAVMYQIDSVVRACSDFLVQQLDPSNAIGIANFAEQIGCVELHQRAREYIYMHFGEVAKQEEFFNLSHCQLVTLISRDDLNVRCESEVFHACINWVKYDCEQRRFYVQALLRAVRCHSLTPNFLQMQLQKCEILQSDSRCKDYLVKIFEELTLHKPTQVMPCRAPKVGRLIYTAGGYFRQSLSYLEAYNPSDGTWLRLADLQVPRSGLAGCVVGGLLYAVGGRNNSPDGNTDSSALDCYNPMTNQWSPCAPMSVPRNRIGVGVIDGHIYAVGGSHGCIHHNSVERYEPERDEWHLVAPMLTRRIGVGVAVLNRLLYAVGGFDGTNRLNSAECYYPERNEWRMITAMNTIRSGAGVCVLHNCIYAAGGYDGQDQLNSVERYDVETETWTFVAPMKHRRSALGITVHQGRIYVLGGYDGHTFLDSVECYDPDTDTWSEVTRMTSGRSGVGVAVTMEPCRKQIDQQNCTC
CAL PDZ FP-1 – CAL PDZ (human) peptide binding inhibition; Q9HD26; purified CAL PDZ, TMR-peptide fluorescence polarization, 1 h; inhibition, % at 24.9 µM; 0.92% of 300,000 active; AID 602252;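 active = mean inhibition of at least 30% with at least half of replicates also reaching 30%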;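 note: 0% = DMSO neutral control and 100% = excess unlabeled competitor peptide PRC23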
DSG3 Ab inh – inhibitors of pemphigus antibody binding to human desmoglein-3. P32926. DSG3-coupled beads, scFv-anti-DSG3-GFP binding, flow cytometry; hits give low values. binding (percent of control), % at 10 µM. 0.48% of 310,000 active. AID 588358;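 active = binding more than 3 SD below its plate's average and above zero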;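 note: hits lower antibody fragment binding to DSG3; some compounds called inactive have numbers as strong as hits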
NSD2 inh – NSD2 (human) methyltransferase inhibition. O96028. NSD2 peptide methylation, AlphaScreen, 120 min. inhibition, % at 12.5 µM. 0.54% of 310,000 active. AID 743445; in the data active = inhibition above about 50%
C-LANA FP – inhibitors of KSHV LANA C-terminal domain DNA binding; MBP-C-LANA/FAM-LBS DNA binding, fluorescence polarization; AID 504423; 0.078% of 340,000 active; inhibition, % at 9 µM;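 active = highest replicate inhibition at or above 60% at 9 µM, even if other replicates fall short; inactive = all replicates below 60% inhibition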;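 note: 0% = neutral control wells and 100% = 4 µM acridine orange control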
CAL PDZ FP-2 – human CAL PDZ-peptide interaction inhibition; inhibition, % at 20 µM; 0.02% of 330,000 active; Q9HD26; purified CAL PDZ, TMR-peptide fluorescence polarization, 1 h; AID 504414;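 active = highest replicate inhibition of at least 40%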;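 note: plate controls were DMSO neutral control wells for no effect and unlabeled competitor peptide control wells for full effect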
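Test system: purified CerCALP PDZ construct; Compound dosing: one concentration, 20 µM compound; Also added: TMR-labelled reporter peptide T*-PRC34 bound in PDZ groove; Read-out: inhibition from polarization loss; Controls: unlabelled peptide and DMSO controls; Signal: FP readout, S and P plane fluorescence; Incubation: 1 h at RT.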
An asterisk follows results filed as active; . = no result given. Not all compounds are listed. The share of hits here may be higher or lower than overall.

SMILES	Arr AP2 block	Cardiac RTF inh	DAGLB inh	V-ATPase pHluor	Keap1 Nrf2 FP	CAL PDZ FP-1	DSG3 Ab inh	NSD2 inh	C-LANA FP	CAL PDZ FP-2
COc1ccc(N(CCCN2C(=O)c3cccc4cccc(c34)C2=O)C(=O)c2cccc(OC)c2)cc1	-8	-2	-2	5	-1	-2	106	-1	-1.3	-1.5
Cc1c(N2C(=O)/C(=C/c3ccc(N(C)C)cc3)N(C)C2=S)c(=O)n(-c2ccccc2)n1C	40	-22	6	0	-38	-6	156	19	-8.9	-1.9
CCCCC(=O)N(CCOC)c1nnc(-c2cccnc2)s1	12	-2	-1	-1	2	-4	103	1	0.4	-2.4
COc1ccc(/C=C(/NC(=O)c2ccccc2)C(=O)N/N=C/c2ccncc2)cc1	12	-4	-1	0	-5	-2	82	-29	0.9	-4.6
COc1cc(NC(=O)C2CCCN(c3ncccn3)C2)cc(OC)c1 (stereo not given)	-2	-9	1	3	-5	12	107	3	-0.9	.
Cc1nc2cc(Nc3ccncc3)ccc2s1	-3	-6	0	1	-5	3	101	-10	-0.8	0.1
CCCCCCC1NC(C(=O)O)CS1 (stereo not given)	-7	3	0	-1	-2	3	.	-8	-4.1	0.8
COc1cc(/C=C2\SC(=S)N(NS(=O)(=O)c3ccc(C)cc3)C2=O)ccc1O	40	-7	10	-4	-10	-9	87	36	-25	-6.3
Cc1onc(-c2ccccc2)c1C(=O)Nc1ccnn1C1CCCCC1	11	-8	-3	-3	-3	0	.	-1	0.6	-0.4
Cc1cnc2ncc3sccc3c2c1	9	-12	-1	1	-3	-2	94	4	-0.5	-1.2
Cc1ccc(S(=O)(=O)/C(=C\N(C)C)c2cnc(Cl)s2)cc1	-7	-18	4	0	-3	.	101	0	-0.9	0.6
CC(C)(C)C1CCc2c(sc(N)c2C(N)=O)C1 (stereo not given)	3	-5	-2	1	2	-2	.	.	0.4	-2.5

Molecules shown so far containing two or more sulfur atoms:
SMILES	Arr AP2 block	Cardiac RTF inh	DAGLB inh	V-ATPase pHluor	Keap1 Nrf2 FP	CAL PDZ FP-1	DSG3 Ab inh	NSD2 inh	C-LANA FP	CAL PDZ FP-2
COc1cc(/C=C2\SC(=S)N(NS(=O)(=O)c3ccc(C)cc3)C2=O)ccc1O	40	-7	10	-4	-10	-9	87	36	-25	-6.3
Cc1ccc(S(=O)(=O)/C(=C\N(C)C)c2cnc(Cl)s2)cc1	-7	-18	4	0	-3	.	101	0	-0.9	0.6

(further entries)
SMILES	Arr AP2 block	Cardiac RTF inh	DAGLB inh	V-ATPase pHluor	Keap1 Nrf2 FP	CAL PDZ FP-1	DSG3 Ab inh	NSD2 inh	C-LANA FP	CAL PDZ FP-2
Cc1nn2c(-c3ccccn3)ccnc2c1Br	0	-10	1	-2	-4	-2	104	-3	-1.1	2.1
Cc1ccc(C(=O)Oc2ccc(/C=N/NC(N)=O)cc2)cc1	-6	-9	-1	-1	-2	.	109	-1	-0.9	-1.9
COCCNC(=O)Cn1ncc2ccsc2c1=O	10	3	1	3	1	.	82	.	-0.7	0.9
Oc1ccccc1Nc1nc(-c2ccccc2O)nc2ccccc12	-1	0	-2	0	6	-3	91	-3	0.3	0.6
COc1ccc(OC)c(-c2csc(NC(=O)c3ccc(OCC4CCCO4)cc3)n2)c1 (stereo not given)	13	-5	0	3	-4	-3	96	-1	2.0	-2.2
O=C(NCc1ccc2c(c1)OCO2)c1cccc(S(=O)(=O)N2CCCC2)c1	4	0	0	-1	2	-3	106	-6	-1.8	-1.7
COc1ccc(C(=O)Nn2c(SCC(=O)c3ccccc3)nc3ccccc3c2=O)cc1	-11	-10	0	2	-7	-2	.	2	-0.5	-4.6
Cn1c(=O)c2nc(Cl)c(-c3ccccc3)nc2n(C)c1=O	-2	-7	0	-2	-1	-2	96	1	-0.6	-1.3
CCc1c(C)c2ccc(OCC(=O)OC)cc2oc1=O	15	-2	6	6	-4	-2	97	-3	-1.0	-0.9
CCN(CC)c1ccc(C(=O)OCC(=O)NCC2CCCO2)cc1 (stereo not given)	-5	5	0	6	-6	-3	101	-2	-2.3	0.3
CCCCC(=O)Nc1ccc(C(=O)NNC(=O)c2cccs2)cc1	-6	-5	2	-6	-4	-6	85	0	0.3	-1.2
O=S(=O)(c1ccccc1)c1nc(-c2ccco2)oc1NCCN1CCOCC1	2	-4	-1	3	-7	.	101	1	1.2	1.1
CC(=O)Nc1ccc(NC(=O)C2CC(=O)N(Cc3ccccc3)C2)cc1 (stereo not given)	12	-3	-1	-1	-3	8	120	-3	-0.5	-2.1
COc1cc(OC)cc(C(=O)NC(=S)NNC(=O)c2cnccn2)c1	3	1	1	0	-2	1	93	0	2.1	-0.5
CCO[C@@H]1OC(C(N)=O)=C[C@H](c2coc3ccccc3c2=O)[C@H]1CCCO	-2	2	-2	2	-5	0	108	.	1.8	0.2
Cn1cccc1C(=O)NC1CCCCCC1	14	0	-3	0	-6	-6	88	29	0.4	0.1
COc1ccccc1-c1nc(C(F)(F)F)c(OC)o1	3	-6	-3	1	-2	-3	113	-2	-0.7	-2.2
CCOC(=O)N(NC(=O)C(O)(c1ccccc1)c1ccccc1)c1ccccc1	4	12	0	-2	1	-5	96	-1	1.1	0.4
CCOc1ccc(C(=O)Nc2c(C(N)=O)oc3ccccc23)cc1	26	-3	-1	-2	-2	.	102	1	2.2	-1.4
O=C(NCC1CCCO1)c1ccccc1OCc1ccc(F)cc1 (stereo not given)	-6	-8	0	5	-2	-3	100	0	-0.1	-2.1
CCCCN1C(=O)C2NN=C(C(=O)OC)C2C1=O (stereo not given)	2	2	-2	1	3	2	104	0	2.1	0.1
Cc1ccc(-c2n[nH]c(=O)c3ccccc23)cc1S(=O)(=O)Nc1ccccc1	-2	-5	7	0	-7	-9	102	22	-6.0	-4.8
CC1=C/C(=N\OS(=O)(=O)c2ccccc2)C(C)=CC1=O	-3	2	-1	15	-1	0	69	-4	-1.1	-2.4
Cc1cc(NC(=O)c2ccc3c(c2)C(=O)N(CCC(C)C)C3=O)no1	7	-3	-1	0	0	.	96	-5	-0.3	0.4
CC(=O)Nc1ccc(C(=O)N/N=C/c2cccnc2)cc1	0	-4	-1	-7	-5	-3	86	-4	-2.4	-1.2
CCN1CCN(S(=O)(=O)c2ccc3c4c(cccc24)C(=O)N3CC)CC1	31	-8	2	8	-1	-5	114	12	2.3	-3.6
O=C(NC1CCCCCC1)C1CCCN(S(=O)(=O)c2cnc[nH]2)C1 (stereo not given)	-1	-10	1	1	-1	-4	101	.	-0.2	-0.7
CC1CCCN(CC(O)COC(c2ccccc2)c2ccccc2)C1 (stereo not given)	-3	-17	2	3	-2	-4	104	2	-0.7	-2.5
Cc1ccnc(NS(=O)(=O)c2ccc(NC(=O)CC(C)c3ccccc3)cc2)n1 (stereo not given)	2	-1	0	5	-1	.	.	-5	-0.5	-0.4
Cc1ccnc(NC(=O)c2ccc(Br)s2)c1	-20	-10	-3	5	2	63*	95	-3	-0.7	.
O=C(Nc1ccc2nc3n(c(=O)c2c1)CCCC3)c1ccccc1F	-9	-7	2	0	-5	-5	103	-3	-1.4	0.3
O=S(=O)(c1ccccc1)c1nc(-c2ccco2)oc1N1CCCCC1	3	-16	-1	2	-10	42*	95	-5	-1.3	-0.8
CC(NC(=O)Nc1ccccc1)C(c1cccs1)N1CCN(c2ccccc2)CC1 (stereo not given)	3	0	2	3	-7	2	102	.	0.1	0.2
CC(CCc1ccccc1)NC(=O)COC(=O)c1ccc([N+](=O)[O-])cc1 (stereo not given)	32	-7	-1	-4	-2	4	103	1	-2.6	-1.0
CCOC(=O)CN1C(=O)CSc2ccccc21	33	-8	1	0	8	.	91	2	0.3	-3.5
CC1C(c2ccccc2)N(C)C(c2ccccc2)CC1(O)c1ccc(F)cc1 (stereo not given)	-11	-2	-14	-1	-1	-1	106	0	-0.4	-0.2
O=C(CN1CCCCCC1)Nc1ccc(Cl)cc1F	7	-14	0	7	-1	0	110	3	0.5	-2.0
Cc1onc(-c2ccccc2Cl)c1C(=O)O/N=C(\N)c1cccc([N+](=O)[O-])c1	.	.	-2	-1	.	.	97	4	.	.
C/C(=N/NC(=O)c1cc2ccccc2cc1O)C1C(=O)c2ccccc2C1=O	20	2	26	-2	-5	0	.	.	1.6	0.4
Cc1ccc(S(=O)(=O)Nc2nc3ccccc3nc2N2CCN(c3ccccc3F)CC2)cc1	6	0	7	-4	-8	-2	97	17	-1.2	0.5
O=C(NC(=S)Nc1ccc2oc(=O)ccc2c1)c1cc2ccccc2o1	1	6	-1	-3	-4	.	111	-2	-0.2	-1.3
O=C(Nc1cccc(S(=O)(=O)NC2=NCCC2)c1)c1cnc(Cl)c(Cl)c1	-3	1	0	-2	-3	-7	.	-1	-1.6	-0.7
COc1ccc(CCNC(=O)CN2CCC(C)CC2)cc1OC	1	1	-3	-6	-6	-5	102	-1	-0.3	-2.7
COc1ccc(NC(=O)CSc2nnc(Cc3ccc(C)cc3)c(=O)n2N)cc1OC	-2	4	2	-2	1	-7	100	-3	0.8	-0.2
COc1ccc(N(Cc2ccccc2)S(=O)(=O)c2ccc(C)cc2)cc1	3	.	.	-2	1	4	101	-5	-0.6	-0.4
CCOC(=O)N1CCN(S(=O)(=O)c2ccc3c(c2)CC(C)N3C(C)=O)CC1 (stereo not given)	1	-3	-1	3	-3	-2	107	1	-0.2	-2.3
COc1ccc2nc(SCC(=O)N3CCCCC3)c(C#N)cc2c1	-5	5	-3	0	7	-3	96	3	1.4	1.0
Nc1nc(CSCc2ccccc2)nc(N2CCOCC2)n1	-9	5	0	3	-2	-3	100	1	0.6	-0.7
CC(C)c1ccccc1NC(=S)NCC1(N(C)C)CCCCC1	10	-9	4	.	2	-6	100	2	0.8	0.3
COc1cccc(NC(=O)c2cccc(NC(=O)c3ccco3)c2)c1	.	.	-2	-2	.	.	106	1	.	.
COC(=O)C1=C(C)NC(=S)NC1c1sccc1C (stereo not given)	-46	-1	0	-1	1	.	100	3	0.1	-1.6
CNc1nc(N)c([N+](=O)[O-])c(Nc2cccc(F)c2)n1	4	-9	0	-1	5	-2	97	-1	-2.3	-0.6
CC1=C(C(=O)Nc2ccccc2)C2(CCCCC2)C(C#N)=C(S)N1	25	-2	3	0	-5	1	.	0	-0.2	-0.7
COc1ccc(NC(=O)c2ccc(NC(=O)CN3CCN(c4ccccc4)CC3)cc2)cc1	-1	-4	1	-1	3	0	5.2*	-2	2.3	-0.7
O=C(N/N=C/C=C/c1ccccc1)c1ccc(Br)cc1	6	1	0	-3	-2	3	97	-7	2.7	-0.3
COc1ccc(/C=N/Nc2ncccc2[N+](=O)[O-])c(OC)c1	-9	-3	15	5	-2	-3	106	4	0.5	-0.8

Single values from above.
Cc1onc(-c2ccccc2Cl)c1C(=O)O/N=C(\N)c1cccc([N+](=O)[O-])c1 in DSG3 Ab inh is listed with 97
O=S(=O)(c1ccccc1)c1nc(-c2ccco2)oc1N1CCCCC1 in CAL PDZ FP-1 is listed with 42*
CC(C)(C)C1CCc2c(sc(N)c2C(N)=O)C1 (stereo not given) in V-ATPase pHluor is listed with 1
CC1CCCN(CC(O)COC(c2ccccc2)c2ccccc2)C1 (stereo not given) in CAL PDZ FP-1 is listed with -4
